# Source: PubChem BioAssay (National Center for Advancing Translational Sciences (NCATS))
# RXFP1 antagonist = antagonists of human relaxin receptor RXFP1. 0.59% of 350,000 active. activity change, negative = inhibition, % at 57.5 µM. Q9HBX9. HEK293-RXFP1, relaxin-stimulated cAMP HTRF, 30 min; stronger effect = lower value. AID 1259400;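 active means activity change of -60% or lower, but not beyond a set lower limit; inconclusive means change between -60% and -40%, or beyond the set limit; inactive means change above -40%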; further: on the % scale 0 is the no-effect control and ±100 the full control effect
# D2 antag = antagonists of human D2 dopamine receptor. inhibition, % at 10 µM. HEK293 TREx D2 cells, calcium flux, dopamine EC80. P14416. 2% of 340,000 active. AID 485344; in the data active means inhibition above about 30%; further: 0% is about no effect
# Target sequence (P14416 whole entry, looked up): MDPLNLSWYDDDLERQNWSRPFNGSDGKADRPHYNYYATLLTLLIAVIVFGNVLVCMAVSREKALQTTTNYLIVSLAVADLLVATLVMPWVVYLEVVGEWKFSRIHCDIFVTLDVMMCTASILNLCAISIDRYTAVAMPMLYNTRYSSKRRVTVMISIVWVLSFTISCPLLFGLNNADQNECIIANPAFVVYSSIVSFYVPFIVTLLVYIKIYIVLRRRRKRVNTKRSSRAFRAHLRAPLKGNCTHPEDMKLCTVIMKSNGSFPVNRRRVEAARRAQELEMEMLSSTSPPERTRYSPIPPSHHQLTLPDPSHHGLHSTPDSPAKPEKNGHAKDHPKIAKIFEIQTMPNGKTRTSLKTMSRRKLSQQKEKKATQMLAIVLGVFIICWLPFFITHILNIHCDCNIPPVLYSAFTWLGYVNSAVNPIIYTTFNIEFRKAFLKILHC
#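 Read-out: kinetic calcium fluorescence (1 cycle/s) in inducible HEK293 T-REx D2 cells after an EC80 dopamine addition that followed 180 s compound preincubation. Loss of the dopamine response indicates antagonism.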
# D1 potentiator = enhances dopamine response at the human D1 receptor. 0.036% of 360,000 active. HEK293 TREx D1 cells, calcium flux, dopamine EC20 potentiation. P21728. potentiation, % at 10 µM; in the data active means potentiation above about 30%; further: 0% is about no effect
# TRHR PAM = TRH receptor (human) allosteric enhancement; 0.66% of 360,000 active; AID 493056; P34981; TRHR cells, fluo-8 calcium fluorescence, EC20 TRH enhancement; enhancement, % at 2 µM; in the data active means enhancement above about 30%; further: 0% is about no effect
# Target sequence (P34981 whole entry, looked up): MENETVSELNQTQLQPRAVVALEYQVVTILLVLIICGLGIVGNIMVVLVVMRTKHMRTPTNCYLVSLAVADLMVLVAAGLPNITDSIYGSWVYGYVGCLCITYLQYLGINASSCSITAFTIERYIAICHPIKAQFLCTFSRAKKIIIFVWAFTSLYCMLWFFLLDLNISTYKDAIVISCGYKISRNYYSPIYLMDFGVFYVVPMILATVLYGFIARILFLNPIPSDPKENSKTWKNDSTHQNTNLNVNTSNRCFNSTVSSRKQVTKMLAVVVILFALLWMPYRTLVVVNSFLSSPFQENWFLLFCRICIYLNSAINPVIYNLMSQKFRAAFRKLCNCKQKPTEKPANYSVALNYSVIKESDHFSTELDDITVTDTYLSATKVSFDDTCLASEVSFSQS
#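 TRHR-expressing cells loaded with fluo-8 calcium dye were read kinetically (ex 480/em 530) during compound addition, then stimulated with an EC20 of TRH (10 nM final). Enhancement of the Gq-mediated intracellular calcium response was scored.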
# D1 ag = agonists of human D1 dopamine receptor. P21728. HEK293 T-REx D1 cells, calcium flux, agonist mode. activation, % at 2 µM. 1% of 360,000 active. AID 504660; in the data active means activation above about 30%; further: 0% is about no effect
#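 Agonism was scored from calcium flux recorded over 180 s (1 read/s) after pintool compound addition, following a 10-cycle baseline. Cells were inducible force-coupled HEK293 TREx D1, plated overnight at 30 C and loaded with no-wash calcium dye.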
# D2 agonist = agonists of human D2 dopamine receptor. AID 485358. P14416. 0.53% of 340,000 active. HEK293 T-REx D2 cells, calcium flux agonist mode. activation, % at 2 µM;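 active means activation over 3 SD above normal in the single-dose calcium agonist read, cut at about 30% in these data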; further: 0% is about no effect
#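 Tetracycline-induced HEK293 T-REx cells with force-coupled D2 receptor, plated overnight at 30 C, loaded with no-wash calcium dye. After a 10 s baseline, compound was pin-added and calcium flux read kinetically for 180 s; calcium rises flagged agonists.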
# D2 potentiator = D2 dopamine receptor (human) potentiation | potentiation, % at 10 µM | 0.34% of 340,000 active | AID 485347 | P14416 | HEK293 T-REx D2, calcium flux, EC20 dopamine potentiation;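 active means potentiation over 3 SD above the plate norm, cut at about 30% in these data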; further: 0% is about no effect
#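 Calcium flux readout, no-wash dye, 1 read/s. Inducible HEK293 Trex D2 line, overnight 30 C. Compound alone 180 s (agonist flags), then EC20 dopamine, another 180 s to score potentiation.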
# D1 antag = blocks dopamine activation of the human D1 receptor; HEK293 TREx D1 cells, calcium flux, dopamine EC80; stronger effect = lower value; P21728; AID 504652; activity change, negative = inhibition, % at 10 µM; 3.2% of 360,000 active; in the data active means activity change below about -30%; further: on the % scale 0 is the no-effect control and ±100 the full control effect
#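 Allosteric or orthosteric antagonism assessed as attenuation of the calcium response to EC80 dopamine, added 180 s after compound, in induced HEK293 Trex D1 cells loaded with no-wash calcium dye.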
# RXFP1 agonist = activates the human relaxin receptor RXFP1; HEK293T-RXFP1 cAMP TR-FRET, 30 min; response scale: percent of porcine relaxin response, buffer zero; Potency, µM (titrated, usually from 57.5 µM), for inactives: at the top dose activation, actives largely listed as activators; 0.3% of 370,000 active; Q9HBX9; active means well fitted activation curve with a large enough effect; inconclusive means small, poorly fitted or top-dose-only effect; further: potency means the concentration at half of the fitted maximal effect; on the % scale 0 is the no-effect control and ±100 the full control effect; nearly all actives have a fitted effect of over 60% in size; many of its hits are not listed in these tables
#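 Agonist response is measured as cAMP accumulation in an RXFP1-transfected HEK293T line under PDE4 inhibition. Values are scaled between buffer-only and 29 nM porcine relaxin, and EC50s come from standard Hill equation fits.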
# Numbers without * were called inactive; u = inconclusive; x = not tested or not shown; & = joins results of further samples. The list is partial (hit frequency here may not be typical).
# Every second line gives: RXFP1 antagonist, D2 antag, D1 potentiator, TRHR PAM, D1 ag, D2 agonist, D2 potentiator, D1 antag, RXFP1 agonist
1: O=C(COc1ccc(S(=O)(=O)N2CCCC2)cc1)NCCC1=CCCCC1
  -10, 3, -1, -2, 1, -0.8, 9, -15, 1.3%
2: COCCNC(=O)CCc1c(C)n(C)c2cc(-c3cc(OC)c(OC)c(OC)c3)nn2c1=O
  4, x, -3, 0, 0, x, -10, 7, 1.1%
3: O=C(CS(=O)(=O)c1cn(Cc2ccccc2Cl)c2ccccc12)N1CCOCC1
  -3, 4, -1, 1, 3, -0.1, -2, -13, -1.0%
4: COc1ccccc1NC(=O)CSc1nnc(-c2ccc(NC(C)=O)cc2)n1C
  -3, 17, -4, 1, 1, 0.3, -6, 11, 2.6%
5: CC(C)NC(=O)[C@H]1N2C(=O)c3ccccc3C2SC1(C)C (stereo partly drawn)
  8, -1, 0, 4, 0, 0.5, 11, -8, 1.7%
6: O=C(CCN1C(=O)C2C3C=CC(C3)C2C1=O)N1CC(=O)N(CCc2ccccc2)C(=O)C1 (stereo not drawn)
  -13, 31*, -3, -4, 5, 0.9, 21, 4, 1.2%
7: O=[N+]([O-])c1ccc(N2CCOCC2)cc1O
  -2, -4, -7, -7, 6, -1.2, -2, 0, 1.7%
8: COc1ccc(/C=N/NC(=O)c2nn(-c3ccc(C)c(C)c3)c(=O)c3ccccc23)cc1
  -7, 45*, 1, -5, 2, 0.6, 7, -15, 0.3%
9: CC(C)c1cc(-c2nc(-c3ccccc3)no2)n[nH]1
  -25, x, -4, 7, 1, 0.7, 11, 2, -0.8%
10: COC(=O)c1cc2nc(-c3ccc(OC)cc3)cc(C(F)(F)F)n2n1
  0, 11, 4, 0, 2, -0.3, 21, 4, 24%
11: CCOc1ccc(OCC)c(NC(=O)CSc2nc3c(c(=O)n(C)c(=O)n3C)n2C(C)C)c1
  -4, -23, -2, -2, 4, -0.5, 4, -11, 7.6%
12: [NH-]c1ncnc2c1N=C[N+]2=CC=CCO
  -7, -22, 4, -11, 3, 0.3, -9, -12, 18%
13: COC(=O)c1nc(NC(=O)c2ccccc2Cl)n[nH]1
  -6, -7, 9, -1, -2, -1.9, 18, 9, -1.1%
14: CC(Oc1ccc(-n2cnnn2)cc1)C(=O)O (stereo not drawn)
  -17, x, -6, -6, 6, x, 0, -4, 0.6%
15: Cc1noc(C)c1CSc1nc2ccccc2c(=O)n1-c1ccc(Cl)cc1
  -9, 0, -3, -7, 5, 0.3, -7, -3, 0.5%

# (next part)
# Every second line gives: RXFP1 antagonist, D2 antag, D1 potentiator, TRHR PAM, D1 ag, D2 agonist, D2 potentiator, D1 antag, RXFP1 agonist
16: CCCOC(=O)c1ccc(NC(=O)COC)cc1
  1, -7, 0, -5, 1, 0.0, 7, -5, 0.3%
17: CCOc1ccc(CCNC(=O)COC(=O)CCc2cc(OC)c(OC)c(OC)c2)cc1OCC
  -10, -3, -9, 5, 2, -0.7, 4, -8, 2.5%
18: CCOC(=O)C1CCCN(CC(O)COCc2ccccc2OC)C1 (stereo not drawn)
  9, 8, 5, 6, 2, 0.1, 17, 6, 1.5%
19: Cc1[nH]c(=O)c(C#N)c(C)c1CCC(=O)N(C)CC(=O)Nc1ccc(Cl)c(Cl)c1
  -9, -14, x, 14, 2, -2.4, -2, -3, 4.1%
20: Cc1nc2cc(C(=O)OCC(=O)NC(C)C(C)C)ccc2n1-c1ccccc1 (stereo not drawn)
  x, 3, -7, -3, 11, -2.5, 5, -14, 1.4%
21: COC(=O)NCC(c1cccnc1)N1CCOCC1 (stereo not drawn)
  -2, 25, 2, 6, 2, 0.0, -1, 2, -0.8%
22: O=C(NCCN1CCOCC1)c1cc(-c2cccc(O)c2)on1
  2, -19, 1, 0, 3, -0.5, -3, 12, 2.6%
23: Clc1ccc(C[n+]2cc(-c3ccccc3)n3c2CCC3)cc1Cl
  23, 22, 0, -5, 0, 0.6, -22, 13, 3.3%
24: O=C(NCc1ccccc1Cl)c1ccc(CS(=O)(=O)c2ccc(Br)cc2)o1
  x, x, -3, 40*, 46*, 0.3, 15, 3, 4.4%
25: Cc1nc(NC(=O)c2ccccc2)sc1-c1csc(NCc2ccccc2)n1
  1, 14, 1, -3, 0, 0.6, -6, 22, -0.2%
26: CCCn1nnnc1NCc1ccc(SC)cc1
  2, 37*, 1, -2, 0, -1.4, 6, 3, 3.4%
27: O=C(CCc1ccccc1)Nc1ncc([N+](=O)[O-])s1
  -14, -7, -8, -2, 30*, 2.7, 4, -30*, 3.3%
28: COCC(C)N=C1NN=C(c2c[nH]c3ccccc23)CS1 (stereo not drawn)
  17, 9, -6, 7, 3, -1.1, -13, 7, -0.5%
29: O=C(NCc1ccc(Cl)cc1)c1cccnc1
  3, -7, -8, 1, 1, 0.5, 6, 8, 1.5%
30: COc1ccccc1CNC(=S)Nc1ccc(F)cc1
  10, 1, -5, -5, 8, 0.7, -1, 8, 1.5%

# Other entries
# Every second line gives: RXFP1 antagonist, D2 antag, D1 potentiator, TRHR PAM, D1 ag, D2 agonist, D2 potentiator, D1 antag, RXFP1 agonist
31: COc1cc(CN2CC(=O)N(c3ccc(C)c(Cl)c3)C2=S)cc(OC)c1OC
  -6, 8, -8, 1, 9, -1.7, -7, -6, -0.3%
32: COc1ccc(NC2CCCN(C(=O)c3ccc(C(C)=O)s3)C2)cc1 (stereo not drawn)
  -23, -1, 1, -1, 1, 0.3, -2, -3, 1.2%
33: COCCNC(=O)C(c1ccc(F)cc1)N(C(=O)CCC(=O)Nc1ccccn1)c1ccc(C)cc1 (stereo not drawn)
  -9, -13, -12, 1, 1, 0.7, x, -4, 2.2%
34: O=[N+]([O-])c1cccc(-c2n[nH]c(=S)n2-c2ccc(Br)cc2)c1
  11, 5, -1, 0, -1, -0.1, 12, 13, 3.0%
35: COc1ccc(NC(=O)c2ccc(CN3CCN(c4ccccc4)CC3)cc2)cc1
  -16, 82*, -6, 3, 5, 86*, -37, 4, -2.0%
36: O=C(COC(=O)c1cccnc1)Nc1ccc(F)cc1
  -8, -16, -2, 6, 0, 0.3, 19, 9, -0.9%
37: O=C(COc1ccccc1F)Nc1nnc(-c2ccncc2)s1
  15, 1, -1, 16, 1, -0.6, 12, 8, 1.9%
38: CC1(C)CC(=O)C(C2c3ccccc3S(=O)(=O)c3ccccc32)C(=O)C1
  1, -3, -3, 1, 3, -1.0, 16, 5, 0.1%
39: O=C(CSc1nnc(Cc2cccs2)n1Cc1ccco1)Nc1ccc(Br)cc1
  -12, -12, 5, 1, 5, 0.7, -1, 2, 1.2%
40: Cc1ccc(Nc2cc(C)nc3ncnn23)cc1
  13, -1, -10, 13, -3, 0.1, 5, 18, 6.8%
41: CC(CS(=O)(=O)c1ccc2c(c1)NC(=O)CS2)C(=O)N1CCN(c2cccc(Cl)c2)CC1 (stereo not drawn)
  -27, 4, -7, 6, 3, 0.5, -8, -8, -0.4%
42: COCCNC(=S)N1CCc2cc(OC)c(OC)cc2C1COc1cc(C)cc(C)c1 (stereo not drawn)
  7, 2, -2, -6, 6, -0.5, 2, -15, 3.8%
43: CSc1ccc(CCNC(=O)CN2C(=O)c3cccnc3Oc3ccc(C)cc32)cc1
  10&-28, -4, -4&0, 0&-5, 8&0, -0.1&-0.6, 2&-15, -2&1, -0.5%&0.0%
44: CCOC(=O)N1CCC(N(CCOC)C(=O)Nc2ccc(C)c(C)c2)CC1
  14, -15, -3, -3, 0, -1.8, -11, -8, -0.4%
45: COc1ccc(C(CNc2ncnc3sccc23)N(C)C)cc1OC (stereo not drawn)
  -34, 3, -6, 3, 9, -0.1, 17, 3, -0.4%

# (cont.)
# Every second line gives: RXFP1 antagonist, D2 antag, D1 potentiator, TRHR PAM, D1 ag, D2 agonist, D2 potentiator, D1 antag, RXFP1 agonist
46: CCOC(=O)N1CCC(n2c(=S)[nH]c3cc(OC)c(OC)cc3c2=O)CC1
  -28, 6, -2, -1, -3, -0.3, -2, -5, -0.8%
47: CCn1c(=O)c(C(=O)CN(C)Cc2ccc(F)cc2)c(N)n(Cc2ccccc2)c1=O
  -14, -4, 0, 2, 7, 0.2, 3, -22, 1.1%
48: NC(Cc1c[nH]c2ccc(OCc3ccccc3)cc12)C(=O)O (stereo not drawn)
  -12, -12, 0, 3, 2, 0.1, 6, -3, 0.3%
49: O=C(CN1CCOCC1)Nc1ccc(NC(=O)c2ccccc2F)cc1
  2, -13, -10, -5, 1, 2.6, x, -17, 0.1%
50: COc1ccc(OCC(=O)Nc2c(C)ccc3nsnc23)cc1
  -11, -6, 0, 3, 4, 0.6, -4, 4, -2.1%
51: CCN(C(=O)C1CCCN(c2nc(-c3ccc(OC)cc3)no2)C1)c1ccccc1F (stereo not drawn)
  x, -7, -1, -4, 7, 0.9, -6, -6, -3.2%
52: O=C(Nc1ccc(N2CCN(CCOc3ccc(Cl)cc3)CC2)c(C(=O)O)c1)c1ccc(F)cc1
  -6, x, -1, 6, 3, 0.2, 9, -13, u
53: CCN(CC)CCCNC(=O)c1cc(Cl)c(NC(=O)C2=C(C)OCCS2)cc1OC
  -10, 9, -7, 8, 4, 0.2, -9, -15, 0.2%
54: CC(=O)N(c1ccc2oc(=O)sc2c1)S(=O)(=O)c1cccs1
  -27, 1, -3, 2, 1, 0.2, -1, 9, 2.6%
55: COC(=O)c1ccc(-c2ccc(/C=N/N3C(=O)C4C5C=CC(C6CC56)C4C3=O)o2)cc1 (stereo not drawn)
  -18, 1, 2, 0, 0, 0.1, -3, -7, 3.1%
56: Cc1cc(N/C(=N/S(=O)(=O)c2cc(F)ccc2F)c2ccccc2)n(-c2ccccc2)n1
  5, 3, -6, -6, 7, 8.7, -4, -36*, -1.2%
57: CCOC(=O)C1CCN(S(=O)(=O)c2ccc(OC)c(C(=O)N3CCCCC3)c2)CC1
  -1, 23, -3, 16, 1, 0.9, -2, 1, -0.8%
58: COCCNC(=O)CN1CCC(NC(=O)c2ccco2)CC1
  0, -9, 2, -1, 2, 0.4, 1, -9, 4.9%
59: Cc1ccnc(NC(=O)CCC(=O)N(CC(=O)NC2CCCCC2)Cc2cccs2)c1
  2, -2, -2, 4, 2, -0.3, 4, 8, 2.3%
60: CCCCN(C)C(=O)c1cc2cc3cc(OC)ccc3nc2o1
  -4, -14, 2, -6, 1, 1.5, -7, 3, 3.6%
61: COCCN1Cc2cccc(C(=O)Nc3ccc(C(=O)OC)cc3)c2C1=O
  x, x, 0, 5, 1, 0.3, 2, -23, 9.9%
62: COc1ccc(C)cc1NC(=O)CN(c1ccccc1)S(=O)(=O)N(C)C
  x, x, -6, 9, 0, -1.5, -2, 4, -1.7%
